# High-throughput results (PubChem BioAssay)
# PREPL inhibitor – inhibitors of human prolyl oligopeptidase-like enzyme PREPL; inhibition, % at 5.96 µM; 320,000 tested, 0.68% active; Q4J6C6; recombinant PREPL, fluorescence polarization activity-based probe; in the data active means inhibition above about 43%;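 further: 0% = enzyme with DMSO and 100% = wells lacking enzyme; many of its hits are not listed in these tables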
# EBNA-1 inhibitor – blocks EBNA-1 binding to DNA; 300,000 tested, 0.34% active; EBNA-1 DNA binding, fluorescence polarization; AID 1950; inhibition, % at 14.8 µM; in the data active means inhibition above about 28%
# PAFAH1B3 inh – blocks human PAF acetylhydrolase 1B catalytic subunit 3; recombinant PAFAH1B3, FP-rhodamine probe, fluorescence polarization; inhibition, % at 3.39 µM; 340,000 tested, 0.28% active; AID 492972;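 active means inhibition above the screen-wide average of all tested compounds plus 3 SD, cut at about 25% in these data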;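 further: 0% = enzyme with DMSO only and 100% = wells lacking PAFAH1B3 protein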
# Target sequence (Q15102 whole entry, looked up): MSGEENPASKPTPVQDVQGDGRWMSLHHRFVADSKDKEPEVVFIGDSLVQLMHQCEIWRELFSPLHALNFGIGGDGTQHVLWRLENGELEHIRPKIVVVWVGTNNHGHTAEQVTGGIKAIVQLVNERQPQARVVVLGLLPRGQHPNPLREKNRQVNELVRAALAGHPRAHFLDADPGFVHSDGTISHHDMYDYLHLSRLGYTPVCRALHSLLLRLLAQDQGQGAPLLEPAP
# LYPLA2 counter – blocks human lysophospholipase 2, a PME1 counter-screen. O95372. recombinant LYPLA2, FP-Rh probe fluorescence polarization. inhibition, % at 5.9 µM. 320,000 tested, 0.38% active;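 active means inhibition above the screen-wide mean plus 3 SD, limit set per campaign, cut at about 26% in these data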;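 further: 0% = LYPLA2 with DMSO and 100% = wells lacking LYPLA2 enzyme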
# Target sequence (O95372 whole entry, looked up): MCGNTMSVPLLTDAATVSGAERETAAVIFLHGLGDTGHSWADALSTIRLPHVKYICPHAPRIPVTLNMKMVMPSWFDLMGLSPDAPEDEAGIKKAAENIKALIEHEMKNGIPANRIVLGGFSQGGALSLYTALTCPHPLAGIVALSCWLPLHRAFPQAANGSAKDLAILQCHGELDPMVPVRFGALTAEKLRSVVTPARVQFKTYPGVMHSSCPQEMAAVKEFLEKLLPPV
# ZTA counter – counter-screen for EBNA-1 inhibitors: inhibitors of Epstein-Barr virus ZTA. inhibition, % at 11 µM. AID 2234. 320,000 tested, 0.15% active. ZTA-DNA binding, fluorescence polarization; in the data active means inhibition above about 33%
# PAFAH2 inh – inhibitors of human PAFAH2; Q99487; recombinant PAFAH2, FP-rhodamine activity probe, fluorescence polarization; inhibition, % at 3.39 µM; 340,000 tested, 0.99% active;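 active means inhibition above the mean over all tested compounds plus 3 SD, cut at about 30% in these data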;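 further: inhibitors block probe labeling of enzyme so polarization drops; 0% = enzyme with DMSO and 100% = wells lacking PAFAH2 protein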
# LYPLA1 inh – LYPLA1 (human) inhibition in PME1 counter-screen; 320,000 tested, 0.16% active; recombinant LYPLA1, FP-Rh probe fluorescence polarization; inhibition, % at 5.9 µM; O75608; AID 2174;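 active means inhibition above the mean of all tested compounds plus 3 SD, set per campaign, cut at about 14% in these data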;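 further: inhibitors block serine hydrolase probe labeling of LYPLA1 so polarization falls; 0% = enzyme with DMSO and 100% = wells lacking LYPLA1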
# Target sequence (O75608 whole entry, looked up): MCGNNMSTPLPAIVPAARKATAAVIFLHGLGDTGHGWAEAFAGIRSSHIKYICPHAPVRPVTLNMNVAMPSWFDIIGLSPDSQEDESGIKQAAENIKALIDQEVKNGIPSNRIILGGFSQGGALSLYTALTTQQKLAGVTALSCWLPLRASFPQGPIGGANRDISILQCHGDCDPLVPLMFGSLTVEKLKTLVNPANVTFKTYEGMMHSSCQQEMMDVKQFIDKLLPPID
# GSTO1 counter – counter-screen for RBBP9 inhibitors: inhibitors of human GSTO1; AID 1974; recombinant GSTO1, activity-based probe fluorescence polarization; inhibition, % at 5.96 µM; P78417; 300,000 tested, 1.1% active;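 active means inhibition above the campaign mean inhibition plus 3 SD, cut at about 35% in these data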;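 further: 0% = GSTO1-1 with DMSO and 100% = wells lacking GSTO1-1 enzyme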
# Target sequence (P78417 whole entry, looked up): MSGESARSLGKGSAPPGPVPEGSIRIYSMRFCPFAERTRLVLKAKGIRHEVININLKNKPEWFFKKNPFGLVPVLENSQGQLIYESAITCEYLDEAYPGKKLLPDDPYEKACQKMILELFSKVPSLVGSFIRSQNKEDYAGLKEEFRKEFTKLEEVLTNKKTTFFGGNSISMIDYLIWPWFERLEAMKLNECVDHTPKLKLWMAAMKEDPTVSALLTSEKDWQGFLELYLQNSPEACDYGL
# PAD4 FP inh – inhibitors of human PAD4 | Q9UM07 | recombinant PAD4, RCA probe fluorescence polarization | inhibition, % at 6.36 µM | 330,000 tested, 0.41% active | AID 485272;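 active means percent inhibition above a cutoff equal to the mean of all tested compounds plus 3 SD, cut at about 15% in these data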;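 further: 0% = PAD4 with RCA probe and DMSO and 100% = probe without PAD4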
# * = called active by the depositor; . = no result given. This is a subset (hit frequency here may not be typical).
# The first 6 compounds (preview)
SMILES,PREPL inhibitor,EBNA-1 inhibitor,PAFAH1B3 inh,LYPLA2 counter,ZTA counter,PAFAH2 inh,LYPLA1 inh,GSTO1 counter,PAD4 FP inh
CCO[C@@H]1OC(C(=O)N2CCN(Cc3ccc4c(c3)OCO4)CC2)=C[C@H](c2ccc(C(F)(F)F)cc2)[C@H]1CCCO,15,-4,7,-5,2,1,-5,2,3
O=C(Nc1ccc2c(c1)OCCO2)c1ccco1,15,-8,8,4,-11,6,1,6,-6
O=C(Nc1ccccc1C(F)(F)F)c1ccsc1,-2,7,-2,-2,5,-9,-3,1,0
Nc1ccccc1OCCOc1ccccc1N,13,-11,-2,-1,2,1,3,11,-5
COc1cccc(-c2ccc(NC(=O)C3CCCN(Cc4cnc(C)s4)C3)cc2)c1 (stereo not drawn),-6,6,7,7,-11,1,2,-3,-1
COC(=O)c1ccc(CNC(=O)C2CCC(=O)N(Cc3ccccn3)C2)cc1 (stereo not drawn),1,-2,6,-1,-19,6,-2,-7,-1

# Results, previewed entries included:
SMILES,PREPL inhibitor,EBNA-1 inhibitor,PAFAH1B3 inh,LYPLA2 counter,ZTA counter,PAFAH2 inh,LYPLA1 inh,GSTO1 counter,PAD4 FP inh
CCO[C@@H]1OC(C(=O)N2CCN(Cc3ccc4c(c3)OCO4)CC2)=C[C@H](c2ccc(C(F)(F)F)cc2)[C@H]1CCCO,15,-4,7,-5,2,1,-5,2,3
O=C(Nc1ccc2c(c1)OCCO2)c1ccco1,15,-8,8,4,-11,6,1,6,-6
O=C(Nc1ccccc1C(F)(F)F)c1ccsc1,-2,7,-2,-2,5,-9,-3,1,0
Nc1ccccc1OCCOc1ccccc1N,13,-11,-2,-1,2,1,3,11,-5
COc1cccc(-c2ccc(NC(=O)C3CCCN(Cc4cnc(C)s4)C3)cc2)c1 (stereo not drawn),-6,6,7,7,-11,1,2,-3,-1
COC(=O)c1ccc(CNC(=O)C2CCC(=O)N(Cc3ccccn3)C2)cc1 (stereo not drawn),1,-2,6,-1,-19,6,-2,-7,-1
O=C(CNC(=O)Cc1ccccc1)NCC(=O)OCC(=O)c1cccc2ccccc12,-7,2,0,-3,0,0,-1,32,-3
CC(NC(=O)c1cn(C(C)c2ccccc2F)nn1)c1ccncc1 (stereo not drawn),20,-4,10,2,6,-3,2,5,-3
CC(=O)c1cccc(NC(=O)c2cc(-n3cnnc3)ccc2Cl)c1,19,1,-1,6,-22,-8,0,0,-5
CN(Cc1ccccc1)S(=O)(=O)c1cccc2nsnc12,2,1,4,4,-11,-3,-2,3,-7
COc1ccccc1S(=O)(=O)Cc1ccc(C(=O)NCc2ccccc2)o1,-2,2,6,3,9,-2,3,0,-3
C=CCOC(=O)COc1ccc2c(C)c(C)c(=O)oc2c1,4,12,1,6,17,-3,-1,0,2
O=C(c1ccccc1NS(=O)(=O)c1ccc2c(c1)OCCO2)N1CCOCC1,-4,2,5,5,8,1,2,2,2
Cc1ccc2nc(SCC(=O)Nc3cccc(Cl)c3)nc(=O)n2c1,-2,-4,8,4,1,3,0,-8,-5
COc1ccc2nc(N/C(=N/S(=O)(=O)c3cccs3)c3ccccc3Cl)sc2c1,2,26,-2,6,27,10,4,-1,6
CC(C)(Oc1cccc2ccccc12)C(=O)O,1,6,5,3,8,-4,-1,2,-4
CCN(CC(=O)Nc1ccccc1C(F)(F)F)C(=O)Cc1ccc2c(c1)CCC2,-4,.,5,-6,-1,-11,-2,.,0
Cc1cc(Br)c(OCC(=O)NN)c2c1CCC2,-3,5,3,-5,4,1,2,1,1
C/C(=N\OC(=O)NC(C)C)c1sc(-c2ccccc2)nc1C,2,9,10,9,1,11,-1,-3,2
Cc1cc(C)c(NS(=O)(=O)c2ccc(Cl)c(C(=O)O)c2)c(C)c1,16,8,6,2,-13,2,0,7,3
CCN(CC)CCN(C(=O)c1ccc(C(C)=O)cc1)c1nc2ccc(Cl)cc2s1,22,0,8,4,13,-4,2,4,1
COc1ccc(CCNC(=O)c2ccc(N(C)S(=O)(=O)c3ccc(C)cc3)cc2)cc1,20,6,-2,-7,-5,-4,-5,0,-2
O=C(C[n+]1ccc(/C=N/O)cc1)NC(=O)Nc1ccccc1,20,.,-2,-3,2,3,1,.,-5
Cc1[nH]c2ccccc2c1C(=O)CNc1nccs1,-4,-7,4,6,-14,-11,2,4,-1
CCCOc1ccc(-c2csc(N)n2)cc1[N+](=O)[O-],1,1,6,1,20,-1,1,-1,1

# Next entries
SMILES,PREPL inhibitor,EBNA-1 inhibitor,PAFAH1B3 inh,LYPLA2 counter,ZTA counter,PAFAH2 inh,LYPLA1 inh,GSTO1 counter,PAD4 FP inh
Cc1nc2ccccc2n1CC(=O)OCC(=O)NCCc1ccccc1,13,-12,6,10,-20,-4,0,1,3
CC(=O)N1c2ccc(S(=O)(=O)NCCC(=O)Nc3ccc(OC(F)(F)F)cc3)cc2CC1C (stereo not drawn),-6,1,1,-4,-5,0,-8,-1,6
CCOC(=O)C(CCc1nnc(N)s1)C(=O)OCC,9,2,-3,3,19,-2,7,-6,-1
O=C(NCc1nnc(SCC(=O)N2CCCc3ccccc32)o1)c1c(F)cccc1Cl,3,-10,8,4,10,-2,-2,10,2
CC1(C)Cc2c(c(=S)nc(-c3ccccc3)n2CCO)CO1,11,-1,-6,9,-18,2,2,4,-3
COCCNC(=O)Cc1c(C)c2c(cc(C)c3c(C(C)(C)C)coc32)oc1=O,13,-5,-10,2,-14,11,0,-7,-1
Cc1n[nH]c(=O)c2c(NC(=O)CSc3nnc(-c4ccco4)n3C)oc(C)c12,5,.,5,5,3,-5,1,.,9
CC(C)OC(=O)c1c2nc3ccccc3nc2n2c1[nH]c(=O)c1ccccc12,-4,-1,.,9,1,.,4,-9,-4
COc1ccc(Br)c(OC)c1C(=O)NC(=O)Nc1nc(C)cc(C)n1,9,-10,4,-7,0,-1,-3,7,0
COc1ccc(CCNc2ccc(C(=O)O)cc2[N+](=O)[O-])cc1OC,4,3,9,0,21,-7,1,-2,-5
Cc1ccc(OCC(=O)O/N=C(\N)c2ccccn2)cc1,9,4,7,2,-5,5,-3,4,0
O=C(COc1ccc2c(c1)oc(=O)c1ccccc12)N[C@@H](Cc1c[nH]c2ccccc12)C(=O)O,11,4,1,-2,-7,7,1,-2,-5
COc1ccc(COc2ccc3c(C)cc(=O)oc3c2)cc1,29,7,9,14,2,-74,4,1,-3
O=C(NCc1ccc2c(c1)OCO2)c1cc(F)c(F)cc1Cl,5,-5,7,-2,-2,3,1,5,0
C#CCNc1ccc([N+](=O)[O-])cc1,2,5,12,4,-10,0,-3,7,5
O=C(CCCOc1ccc(Br)cc1)NNC(=O)c1ccncc1,3,-10,4,2,-4,-1,0,12,0
CC(=O)Nc1ccc(S(=O)(=O)N2CCC(C(=O)NCc3cccnc3)CC2)cc1,-1,4,3,2,2,3,-2,-1,4
Cc1ccc(OCc2ccc(C(=O)NCC3CCCO3)cc2)cc1 (stereo not drawn),1,0,-3,0,7,-2,0,1,-3
COc1ccc(C(=O)Cn2nnc(-c3ccccc3NC(=O)C3CCCCC3)n2)cc1,14,2,1,0,-19,-5,-4,-7,1
CC(=O)c1c(-c2ccccc2)c2cc([N+](=O)[O-])ccc2[nH]c1=O,25,-26,19,0,-10,7,1,9,-10
CCn1c(SCC(=O)Nc2ccc(OCc3ccccc3)cc2)nnc1-c1ccco1,10,-9,-11,1,17,7,-3,-3,-10
CCCOc1ccc(N2C(=O)CC(N3CCC(c4nc5ccccc5o4)CC3)C2=O)cc1 (stereo not drawn),10,0,.,25,-14,.,4,8,2
COC(=O)c1cc(NS(=O)(=O)c2ccc(NCc3cccnc3)c(N)c2)cc(C(=O)OC)c1,-11,4,7,-7,8,4,-4,-1,2
COc1cc(F)ccc1S(=O)(=O)N1CCN(c2ccccc2)CC1,-16,-3,3,2,6,0,0,5,-5
Cc1coc2c(C)c3oc(=O)c(CCC(=O)NCCC(=O)O)c(C)c3cc12,2,-2,12,3,-1,10,-3,1,-1

# Single records (already shown). Order of screens: PREPL inhibitor	EBNA-1 inhibitor	PAFAH1B3 inh	LYPLA2 counter	ZTA counter	PAFAH2 inh	LYPLA1 inh	GSTO1 counter	PAD4 FP inh
# O=C(CCCOc1ccc(Br)cc1)NNC(=O)c1ccncc1 as listed: 3	-10	4	2	-4	-1	0	12	0
# COc1ccc(CCNc2ccc(C(=O)O)cc2[N+](=O)[O-])cc1OC as listed: 4	3	9	0	21	-7	1	-2	-5

# More structures follow.
SMILES,PREPL inhibitor,EBNA-1 inhibitor,PAFAH1B3 inh,LYPLA2 counter,ZTA counter,PAFAH2 inh,LYPLA1 inh,GSTO1 counter,PAD4 FP inh
Cn1c(/N=C/c2ccccc2[N+](=O)[O-])nc2ccccc21,2,1,4,2,14,-5,1,1,-4
c1ccc(CN2CCN(CCOCCOc3cccc4ccccc34)CC2)cc1,0,-1,6,-1,-9,-8,-2,18,1
CCN(CC(=O)Nc1ccc2c(c1)OCCO2)C(=O)CN1C(=O)NC(C)(c2ccc(C)cc2)C1=O (stereo not drawn),0,.,-1,4,8,-7,-1,.,-3
O=S(=O)(Cc1ccccc1)N1CCNCC1,2,1,2,-1,12,-3,0,0,-2
CC1CCCCN1C(=O)CN(C)S(=O)(=O)c1cccc2nsnc12 (stereo not drawn),5,2,1,1,13,4,-1,1,1
COc1cccc(N2C(=O)Nc3ccc(Br)cc3C2(O)C(=O)NCCN(C)C)c1 (stereo not drawn),12,-1,14,-2,-9,11,-1,0,3
COc1ccc(-c2noc(N3CCCC(C(=O)Nc4ccc(F)cc4F)C3)n2)cc1 (stereo not drawn),-14,6,3,1,2,2,-1,3,-3
CCCCN=C1NN=C(c2cccc([N+](=O)[O-])c2)CS1,0,8,4,-1,18,10,-4,2,-2
CCCCOc1ccc(C(=O)NCCC(=O)NCCCC(=O)OCC)cc1,7,-4,-3,0,2,-4,3,9,1
CN(C(=O)c1cccnc1)c1nnc(-c2cccnc2)s1,9,-2,-4,-5,5,0,2,7,-7
O=C(NNC(=O)c1cc(Br)ccc1Cl)c1csc(N2CCOCC2)n1,4,2,3,6,-7,-2,1,-2,2
CC(c1ccccc1)c1nnc(N)s1 (stereo not drawn),-2,2,5,-4,9,4,-5,1,-1
COc1ccc2cc(C(=O)Nc3c(C)n(C)n(-c4ccccc4)c3=O)sc(=O)c2c1OC,-2,-2,-4,-2,5,1,-3,3,3
Cc1cccc(OCC(=O)Nc2cccc(C(=O)Nc3ccccc3C(=O)O)c2)c1,3,1,10,2,12,-21,-2,-32,5
